Bim-Bcl-2 – disrupts Bim peptide binding to human Bcl-2. P10415. Bead-based flow cytometry, Bim peptide-Bcl-2 binding. inhibition, % at 10 µM. 190,000 tested, 0.06% active; in the data active = inhibition above about 40%; inconclusive = no clear call, values can overlap the other calls;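 note: 0% = no compound wells with probe peptide and 100% = reference peptide inhibitor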
Target sequence (P10415 whole entry, looked up): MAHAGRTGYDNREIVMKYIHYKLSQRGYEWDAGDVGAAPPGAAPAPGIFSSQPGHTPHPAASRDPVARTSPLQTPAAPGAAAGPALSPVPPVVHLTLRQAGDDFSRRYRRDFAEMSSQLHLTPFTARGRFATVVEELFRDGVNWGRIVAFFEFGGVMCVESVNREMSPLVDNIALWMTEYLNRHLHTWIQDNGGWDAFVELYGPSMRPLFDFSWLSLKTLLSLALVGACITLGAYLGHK
Bim-Bcl-B – human Bim-Bcl-B interaction inhibition. inhibition, % at 10 µM. Q9HD36. 190,000 tested, 0.073% active. bead-based flow cytometry, Bim peptide-Bcl-B binding;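 note: 0% = tracer peptide without compound and 100% = reference inhibitor peptide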
Target sequence (Q9HD36 whole entry, looked up): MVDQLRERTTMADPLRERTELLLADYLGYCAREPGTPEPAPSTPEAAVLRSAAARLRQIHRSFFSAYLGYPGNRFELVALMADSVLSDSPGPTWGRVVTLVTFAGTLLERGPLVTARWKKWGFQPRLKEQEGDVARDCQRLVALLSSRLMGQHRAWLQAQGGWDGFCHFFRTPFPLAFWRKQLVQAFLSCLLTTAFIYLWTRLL
RGS4-Gao reg – human RGS4-Galphao interaction regulation | binding response (% of control), % at 10 µM | 220,000 tested, 0.33% active | AID 1415 | Multiplexed bead flow cytometry, RGS4-Galphao binding; actives lie on both sides | P09471; in the data active = binding response below about 49% or above about 150%; inactive = in between;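 note: fluorescent Galphao activated with aluminum fluoride binding bead-coupled RGS4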
Mcl1 Noxa PPI – Mcl-1/Noxa interaction inhibition; AID 1022; TR-FRET Mcl-1/Noxa peptide binding, 2 h; inhibition, % at 21.7 µM; 220,000 tested, 1.5% active;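 active = compounds that cut the protein-peptide binding signal by more than 50% relative to plate controls in a single-dose test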;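 note: His-tagged Mcl-1 with rhodamine Noxa BH3 peptide and terbium anti-His antibody; 0% = Mcl-1 plus Noxa peptide wells and 100% = peptide-only wells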
Target sequence (Q07820 whole entry, looked up): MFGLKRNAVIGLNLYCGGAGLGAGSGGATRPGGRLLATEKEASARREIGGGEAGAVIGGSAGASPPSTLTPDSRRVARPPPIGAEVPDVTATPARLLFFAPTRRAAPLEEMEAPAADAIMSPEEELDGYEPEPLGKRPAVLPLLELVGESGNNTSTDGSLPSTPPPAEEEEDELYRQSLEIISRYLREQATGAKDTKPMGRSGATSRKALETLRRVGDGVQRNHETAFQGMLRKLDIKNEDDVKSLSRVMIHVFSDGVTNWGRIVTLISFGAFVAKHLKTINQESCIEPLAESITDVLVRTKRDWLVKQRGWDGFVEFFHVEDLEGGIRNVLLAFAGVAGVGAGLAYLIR
Bcl-XL Bim block – disrupts Bim peptide binding to human Bcl-XL. Q07817. bead flow cytometry, fluorescence. inhibition, % at 10 µM. 190,000 tested, 0.04% active. AID 1007
RGS7-Gao – human RGS7-Galphao interaction regulation. binding response (% of control), % at 10 µM. P09471. Multiplexed bead flow cytometry, RGS7-Galphao binding; actives lie on both sides. 220,000 tested, 0.35% active; in the data active = binding response below about 49% or above about 150%; inconclusive = no clear call, values can overlap the other calls; inactive = in between;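 note: fluorescent Galphao held in activated GDP-AlF4 state binding bead-coupled RGS7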
Bim-Mcl-1 – human Bim-Mcl-1 interaction inhibition | Q07820 | Bead-based flow cytometry, Bim peptide-Mcl-1 binding | inhibition, % at 10 µM | 190,000 tested, 0.1% active;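 note: 0% = no compound tracer wells and 100% = peptide blocker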
Bfl-1 Bim block – human Bim-Bfl-1 interaction inhibition; Q16548; Bead-based flow cytometry, Bim-Bfl-1 binding inhibition; inhibition, % at 10 µM; 190,000 tested, 0.12% active;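 note: 0% = wells without compound plus tracer and 100% = blocker peptide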
RGS8-Gao reg – modulates binding of RGS8 to human Galphao; P09471; multiplexed bead flow cytometry; actives lie on both sides; response (percent of control binding), % at 10 µM; 220,000 tested, 0.34% active; in the data active = response below about 60% or above about 140%; inactive = in between;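 note: Galphao activated as the GDP aluminium fluoride complex binding bead-coupled RGS8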
Bcl-W Bim block – disrupts Bim peptide binding to human Bcl-W; AID 952; 190,000 tested, 0.02% active; bead-based flow cytometry; Q92843; inhibition, % at 10 µM;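 note: 0% = bound tracer without compound and 100% = peptide blocker; higher means less fluorescent Bim peptide bound to Bcl-W beads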
Target sequence (Q92843 whole entry, looked up): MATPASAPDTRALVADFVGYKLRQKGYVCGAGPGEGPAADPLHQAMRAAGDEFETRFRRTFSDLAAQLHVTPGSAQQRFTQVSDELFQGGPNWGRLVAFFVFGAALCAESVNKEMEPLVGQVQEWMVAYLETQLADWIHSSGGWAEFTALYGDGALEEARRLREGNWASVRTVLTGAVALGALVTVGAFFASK
Mcl1-Bid inh – Mcl-1/Bid interaction inhibition | TR-FRET Mcl-1/Bid-Dy647 peptide binding, 1536-well | inhibition, % at 21.7 µM | 220,000 tested, 0.97% active | AID 1021;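 active = compounds that cut the binding signal by more than half at the single screening dose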;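 note: His-tagged Mcl-1 with europium anti-His antibody binding Bid BH3 peptide; 0% = Mcl-1 plus peptide wells and 100% = peptide-only wells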
* hit, by the source's call; ? = inconclusive; / = not tested or not shown. Cut-off read from the data, not from the text of the source, unless noted: active = inhibition above about 40%. This is a random part of the collection (roughly 2.7% active in at least one column).

SMILES	Bim-Bcl-2	Bim-Bcl-B	RGS4-Gao reg	Mcl1 Noxa PPI	Bcl-XL Bim block	RGS7-Gao	Bim-Mcl-1	Bfl-1 Bim block	RGS8-Gao reg	Bcl-W Bim block	Mcl1-Bid inh
COc1ccc(C2c3[nH]c4ccccc4c3CCN2Cc2ccoc2)c(F)c1 (configuration not stated)	-5.0	0.0	100.9	2.9	-4.0	99.8	-3.0	-6.0	99.8	0.0	-24.3
O=C1ON=C(c2ccccc2)/C1=C/c1cccnc1	2.0	-2.0	99.5	22.8	0.0	?	2.0	0.0	95.2	-1.0	-10.9
Cc1cc(=O)n2nc(N3CCCC3C(=O)NCc3ccccn3)sc2n1 (configuration not stated)	-2.0	-4.0	103.0	15.8	0.0	102.5	-2.0	0.0	102.2	-2.0	0.4
COC(=O)COc1ccc2c(-c3ccc(OC)cc3)cc(=O)oc2c1	-8.0	-6.0	101.9	-7.9	-5.0	105.0	-1.0	-10.0	101.7	4.0	-0.1
Cc1cc2oc(C(=O)Nc3ccc(S(=O)(=O)Nc4nccs4)cc3)cc(=O)c2cc1Cl	6.0	11.0	98.8	61.5*	10.0	94.7	7.0	11.0	97.5	7.0	26.5
CCN(CC)c1ccc(/C=C(/C#N)C(=O)NCc2ccccc2)o1	-18.0	-16.0	98.6	-3.4	-6.0	99.2	-11.0	-16.0	87.7	-2.0	-30.4
O=C1N(Cc2ccc(F)cc2)CCN1c1ccc(F)cc1	-1.0	-1.0	101.2	3.2	0.0	97.2	1.0	-2.0	98.4	2.0	-23.9
NC(=O)C1CCN(C(=O)Nc2ccccc2)CC1	0.0	-2.0	98.6	-5.1	-2.0	98.5	0.0	-1.0	100.3	-2.0	-12.5
O=C(COc1ccc(Br)cc1)Nc1ccncc1	-6.0	-9.0	103.0	5.1	-6.0	100.2	-2.0	-14.0	101.5	5.0	-8.3
CC1(NC(=O)NCc2ccccc2)CCS(=O)(=O)C1 (configuration not stated)	-4.0	-1.0	97.3	-8.3	-1.0	96.0	6.0	-4.0	98.8	2.0	-18.8
COc1ccc2nc(C)cc(Nc3ccccc3O)c2c1	-7.0	-4.0	99.8	13.2	0.0	97.9	-3.0	-4.0	100.5	0.0	-17.6
COc1ccccc1CCNC(=O)CSc1nc(-c2ccco2)cc(C(F)(F)F)n1	2.0	1.0	97.8	-10.9	0.0	96.6	5.0	1.0	91.0	0.0	8.2
COc1ccc(C(=O)Nc2ccc(-c3cn4ccsc4n3)cc2)cc1S(=O)(=O)N1CCOCC1	-3.0	4.0	-45.8*	-6.9	2.0	-7.2*	-1.0	-4.0	17.2*	2.0	-27.7
COc1cccc(N2C(=O)C(CC(=O)Nc3ccc(F)cc3)N(C3CCCCC3)C2=O)c1 (configuration not stated)	-10.0	-9.0	101.3	/	-12.0	99.7	-4.0	-20.0	98.5	-4.0	-4.2
Cc1ccc(OCc2nc(-c3ccc(-n4cccc4)cc3)no2)cc1C	4.0	1.0	105.8	-18.9	0.0	96.3	1.0	0.0	100.5	0.0	-24.7
S=c1[nH]nc(COc2ccccc2)n1/N=C/c1ccc(Br)s1	0.0	-10.0	101.7	2.5	-5.0	102.5	-2.0	3.0	98.7	-3.0	-65.8
O=C(CCCCC(=O)NC1CCCC1)NC1CCCC1	0.0	-5.0	102.3	10.5	-6.0	99.9	5.0	-1.0	102.0	-4.0	-2.8
CCOC(=O)C1(P(=O)(c2ccc(Cl)cc2)c2ccc(Cl)cc2)CCC1	-11.0	-7.0	104.4	1.9	2.0	100.8	0.0	-10.0	99.3	4.0	-14.1
COc1ccc(C(=O)NNC(=O)c2ccc(C(C)(C)C)cc2)cc1	-3.0	-5.0	100.4	14.6	0.0	101.5	0.0	-6.0	98.4	0.0	-12.9
CCOc1ccc(C(=O)Nc2ccccc2CC)cc1[N+](=O)[O-]	3.0	2.0	103.9	-19.6	1.0	96.8	-3.0	8.0	97.5	0.0	-46.8
Cc1cc(C)c(-n2[nH]nnc2=S)c(C)c1	/	/	108.2	16.2	/	?	/	/	102.8	/	-4.2
CC12CCC(C(=O)NCc3ccco3)(OC1=O)C2(C)C (configuration not stated)	-11.0	-12.0	101.7	11.3	-4.0	96.0	-3.0	-13.0	102.6	0.0	-30.7
O=C(NC1CC1)c1ccc(-c2nc3ccccc3s2)s1	-2.0	0.0	100.0	16.2	0.0	98.6	-2.0	-1.0	99.5	0.0	-2.4
N#Cc1nc(-c2cccc3ccccc23)oc1NCCN1CCOCC1	-5.0	-9.0	100.1	9.2	0.0	102.3	1.0	-10.0	105.9	1.0	-25.0
c1ccc(COn2c(-c3ccccc3)nc3c2CCc2nonc2-3)cc1	0.0	2.0	99.8	3.5	0.0	95.8	1.0	0.0	98.2	3.0	-41.0

4 of the compounds above, with values ahead of the structure.
Bim-Bcl-2 | Bim-Bcl-B | RGS4-Gao reg | Mcl1 Noxa PPI | Bcl-XL Bim block | RGS7-Gao | Bim-Mcl-1 | Bfl-1 Bim block | RGS8-Gao reg | Bcl-W Bim block | Mcl1-Bid inh | structure
-1.0 | -1.0 | 101.2 | 3.2 | 0.0 | 97.2 | 1.0 | -2.0 | 98.4 | 2.0 | -23.9 | O=C1N(Cc2ccc(F)cc2)CCN1c1ccc(F)cc1
0.0 | -2.0 | 98.6 | -5.1 | -2.0 | 98.5 | 0.0 | -1.0 | 100.3 | -2.0 | -12.5 | NC(=O)C1CCN(C(=O)Nc2ccccc2)CC1
-6.0 | -9.0 | 103.0 | 5.1 | -6.0 | 100.2 | -2.0 | -14.0 | 101.5 | 5.0 | -8.3 | O=C(COc1ccc(Br)cc1)Nc1ccncc1
-4.0 | -1.0 | 97.3 | -8.3 | -1.0 | 96.0 | 6.0 | -4.0 | 98.8 | 2.0 | -18.8 | CC1(NC(=O)NCc2ccccc2)CCS(=O)(=O)C1 (configuration not stated)

(next part)
SMILES	Bim-Bcl-2	Bim-Bcl-B	RGS4-Gao reg	Mcl1 Noxa PPI	Bcl-XL Bim block	RGS7-Gao	Bim-Mcl-1	Bfl-1 Bim block	RGS8-Gao reg	Bcl-W Bim block	Mcl1-Bid inh
O=C(O)c1cccc(S(=O)(=O)NCc2cccs2)c1	-10.0	-10.0	100.3	11.4	-11.0	99.0	-7.0	-21.0	101.9	-2.0	13.0
O=C(COc1ccccc1)N1CCN=C1SCc1cccnc1	-6.0	0.0	103.6	-5.1	-2.0	95.6	-1.0	0.0	102.3	-5.0	-54.9
CCCn1c(SCC(=O)Nc2ccc(OCC)cc2)nnc1C(C)C	8.0	-3.0	99.4	-8.6	-4.0	96.5	-4.0	-2.0	100.8	-4.0	-6.6
O=C(Cc1ccccc1)NCCc1cn2ccsc2n1	-3.0	0.0	101.5	6.7	-7.0	104.8	-3.0	-6.0	100.0	-3.0	-17.7
CCCN1C(=O)/C(=C\c2ccncc2)SC1=Nc1ccccc1	-1.0	1.0	89.6	11.6	-1.0	88.4	0.0	-5.0	84.4	0.0	-18.4
O=C(NCCCN1CCN(c2cccc(Cl)c2)CC1)C1(S(=O)(=O)c2ccc(Cl)cc2)CC1	-3.0	-4.0	97.8	8.6	0.0	96.5	-4.0	-2.0	97.3	-3.0	-19.4
Cc1cc(=O)[nH]c(-c2ccc(C(F)(F)F)cc2)n1	/	/	88.2	10.2	/	?	/	/	92.0	/	-11.5
COc1ccc(C(=O)CSc2nnc(NC(=O)C3CC(=O)N(c4ccccc4C)C3)s2)cc1 (configuration not stated)	5.0	3.0	88.6	-2.9	10.0	85.3	4.0	8.0	94.3	4.0	-7.2
Cc1ccc(NC(=O)C2C(=O)N(CCO)C3(C)CC2c2ccccc2O3)cc1 (configuration not stated)	8.0	2.0	90.8	8.3	1.0	91.6	2.0	0.0	85.8	1.0	-22.2
CCCN1C/C(=C/c2cccc([N+](=O)[O-])c2)C(=O)/C(=C/c2cccc([N+](=O)[O-])c2)C1	-9.0	-6.0	97.1	8.8	-2.0	91.1	-2.0	-9.0	97.8	4.0	-25.4
CCC(C)(C)NC(=O)CN(Cc1ccc2c(c1)OCO2)C(=O)CCC(=O)Nc1ccccn1	-2.0	-3.0	102.0	0.5	-2.0	102.6	-1.0	0.0	103.3	-3.0	1.3
N#C/C(=C\c1cccs1)C(=O)Nc1nccs1	3.0	2.0	103.9	27.9	2.0	101.2	3.0	-4.0	107.2	0.0	-42.6
C=CCNC(=O)/C(C#N)=C/c1cn(-c2ccccc2)nc1-c1cccs1	-2.0	-7.0	101.3	12.8	-4.0	98.6	-3.0	-9.0	100.7	-4.0	-1.7
CCOC(=O)C1=NNC(C(=O)c2ccccc2)C1c1ccc(Cl)cc1 (configuration not stated)	/	/	98.8	-14.7	/	?	/	/	102.7	/	-23.6
COc1ccc(C(=O)C(Sc2nnc(C)c(=O)[nH]2)c2ccc(OC)cc2)cc1 (configuration not stated)	/	/	106.1	-9.8	/	?	/	/	105.1	/	-1.2
CCCC(=O)N=C1SC2CS(=O)(=O)CC2N1c1ccc(CC)cc1 (configuration not stated)	-8.0	-9.0	101.6	22.0	-8.0	103.8	-2.0	-4.0	101.7	0.0	-4.8
CCOC(=O)C1CCN(c2ncnc3c2cnn3-c2ccc(OC)cc2)CC1	-1.0	-3.0	104.2	20.3	-2.0	103.8	0.0	-2.0	104.3	-1.0	-0.1
OC[C@H]1O[C@@H](Oc2cc(O)cc(/C=C/c3ccc(O)cc3)c2)[C@H](O)[C@@H](O)[C@@H]1O	-1.0	-2.0	94.0	34.5	0.0	95.7	0.0	-1.0	101.0	-1.0	-4.9
Cc1nc(N)ncc1C(=O)Nc1ccccc1	-3.0	3.0	98.3	0.9	2.0	95.8	0.0	-1.0	99.4	-1.0	1.2
CC1=CC=CC2=NC(=O)CC(C)(C(=O)O)N12 (configuration not stated)	-3.0	-2.0	101.3	7.4	-2.0	103.9	-2.0	1.0	98.3	2.0	8.2
C/C(CC(=O)Nc1cc(C)ccn1)=N\NC(=O)c1ccccc1C	1.0	-1.0	103.6	4.3	-1.0	101.1	1.0	-4.0	103.1	3.0	-69.4
O=C(COC(=O)CNC(=O)c1cccs1)Nc1ccccc1C(F)(F)F	0.0	-2.0	99.0	12.1	1.0	?	1.0	-2.0	101.5	2.0	3.3
CCC(C)N1C(=S)SC(C)(C)C1N(O)C(=O)NC1CCCCC1 (configuration not stated)	/	/	94.9	-0.1	/	?	/	/	100.9	/	-25.1
Cn1cc([N+](=O)[O-])c(C(=O)NCc2ccccc2)n1	/	/	90.1	-10.9	/	?	/	/	95.6	/	-0.8
COc1ccc(C2=C(CC(=O)O)C(=O)CC2)cc1	2.0	7.0	104.7	7.6	0.0	107.9	1.0	9.0	111.4	0.0	-13.1
CCOc1ncccc1C(=O)N(C)CC(=O)Nc1ccc(F)cc1	6.0	3.0	105.3	1.9	7.0	109.5	6.0	9.0	113.6	4.0	-34.5
Cc1cccc(NNC(N)=S)c1	-2.0	-6.0	103.1	20.1	-4.0	97.5	-1.0	-3.0	98.5	-1.0	-49.1
CCOC(=O)Cn1c(=O)oc2cc(S(=O)(=O)N3CCN(C(=O)c4ccco4)CC3)ccc21	-4.0	-3.0	100.5	10.6	-4.0	104.8	-3.0	0.0	102.1	-1.0	-3.8
CCOC(=O)N1CCC(NS(=O)(=O)c2ccc(C)c(Cl)c2)CC1	/	/	98.9	-7.4	/	?	/	/	101.6	/	-1.9
C[C@H](NC(=O)c1ccc(Cl)cc1)C(=O)NCCc1ccc(S(N)(=O)=O)cc1	-1.0	0.0	102.0	-3.8	0.0	103.3	0.0	-5.0	102.3	1.0	-17.6

Screening results (PubChem BioAssay)
